# S-ASM inh: inhibitors of human secretory acid sphingomyelinase; 340,000 tested, 0.006% active; placental ASM, HMU-PC fluorogenic substrate, 60 min; P17405; Potency, µM (series often up to 57.5 µM), for the others: top-dose activity change, negative = inhibition, hits mostly inhibitors; further: potency means the concentration at half of the fitted maximal effect
# Target sequence (P17405 47-631 limits assumed): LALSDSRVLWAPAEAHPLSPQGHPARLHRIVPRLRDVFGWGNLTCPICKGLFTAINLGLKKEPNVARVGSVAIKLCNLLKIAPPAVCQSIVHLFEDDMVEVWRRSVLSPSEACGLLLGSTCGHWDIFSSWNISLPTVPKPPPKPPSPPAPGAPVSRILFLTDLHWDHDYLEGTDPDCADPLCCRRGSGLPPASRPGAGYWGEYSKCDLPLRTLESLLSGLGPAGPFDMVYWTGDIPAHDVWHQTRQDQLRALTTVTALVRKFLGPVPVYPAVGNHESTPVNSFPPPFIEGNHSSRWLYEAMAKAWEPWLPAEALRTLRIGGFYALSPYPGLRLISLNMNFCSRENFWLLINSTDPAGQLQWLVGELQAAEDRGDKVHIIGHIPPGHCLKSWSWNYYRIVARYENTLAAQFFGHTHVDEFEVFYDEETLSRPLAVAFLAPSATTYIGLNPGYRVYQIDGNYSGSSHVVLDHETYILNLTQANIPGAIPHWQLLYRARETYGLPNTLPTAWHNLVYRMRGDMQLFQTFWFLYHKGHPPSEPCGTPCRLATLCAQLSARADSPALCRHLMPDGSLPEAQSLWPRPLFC
#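 Human placenta-derived ASM enzyme was preincubated with compound for 10 minutes at room temperature, then given fluorogenic substrate HMU-PC0 (9 uM final) for 60 minutes at 37 °C; a pH 10 stop preceded fluorescence reading at Ex 386/Em 447 nm.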
# Mito fusion yeast: mitochondrial division inhibition or fusion activation. 320,000 tested, 0.23% active. S. cerevisiae fusion-defective mutant growth rescue, CellTiterGlo 48 h. Potency, µM (titrated, usually from 46.1 µM), for inactives: at the highest dose growth rescue (activation), usual class: activators;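 further: potency means the concentration at half of the fitted maximal effect; % of control where 0% means no effect; nearly all actives have a fitted effect of over 45% in size; temperature-sensitive fusion mutants such as fzo1-1 at 37 °C on non-fermentable ethanol glycerol medium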
#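 Luminescent cell viability in 1536-well qHTS format served as the measure of rescued growth in ts fusion-mutant S. cerevisiae cultured on non-fermentable YPEG for 48 hours at 37C.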
# A-T KAP1 phos: potential ataxia-telangiectasia treatment | […] A-T fibroblasts, KAP-1 phosphorylation AlphaLISA; neocarzinostatin DNA damage 30 min before lysis | Potency, µM (titrated, usually from 57.5 µM), without a hit: at the top dose activation, hits mostly activators | 320,000 tested, 0.19% active | AID 485349; further: potency means the concentration at half of the fitted maximal effect; % of control where 0% means no effect; nearly all actives have a fitted effect of over 45% in size
#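 hTERT-immortalized A-T patient fibroblasts ([…]), 500 cells/well in OPTI-MEM, 1% FBS, got compounds for 60 min, then NCS for 30 min at 37C. Lysates were then assayed for phospho-KAP-1 by AlphaLISA (anti-pKAP1 donor, anti-KAP1 acceptor beads), 6 hr at 25C.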
# Menin MLL FP TR: inhibitors of human menin-MLL interaction, mutant MLL peptide; O00255; Menin + Texas Red MLL mutant peptide, fluorescence polarization; Potency, µM (doses to about 61.6 µM), for inactives: at the highest dose FP activity change, negative = inhibition, usual class: inhibitors; 270,000 tested, 0.23% active; active means well fitted inhibition curve with a large enough effect in the polarisation, with a control signal flat, not every such curve was filed as active; inconclusive means small, poorly fitted or top-dose-only effect, or effect the other way, or a change in a side signal; inactive means no such curve, though single readings can be large or run the other way; the % refers to the polarisation; further: potency means the concentration at half of the fitted maximal effect; % of control where 0% means no effect; many of its hits are not listed in these tables
# MLL CXXC-DNA inh: inhibitors of human MLL CXXC domain-DNA interaction; MLL-CXXC / FITC-HOXA9 DNA fluorescence polarization; 290,000 tested, 0.037% active; Potency, µM (doses to about 115 µM), for inactives: at the highest dose activity change, negative = inhibition, most hits filed as inhibitors; AID 2662; active means well fitted inhibition curve with a large enough effect in the polarisation, with a control signal flat, not every such curve was filed as active; inconclusive means small, poorly fitted or top-dose-only effect, or effect the other way, or a change in a side signal; inactive means no such curve, though single readings can be large or run the other way; the % refers to the polarisation; further: potency means the concentration at half of the fitted maximal effect
#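 Steps: dispense CXXC domain solution (7 uM) → pin compounds or unlabeled HOX-A9 DNA control → 5 min ambient → add FLSN-HOX-A9 solution (50 nM) → spin → 30 min ambient → fluorescence polarization. Tris pH 7.5/NaCl/DTT/BSA buffer.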
# TCR activator: activates T cell receptor signaling | primary human leukocytes, anti-CD3, IL-2 HTRF, 48 h | Potency, µM (doses to about 9.22 µM), inactives show at the top dose activation of IL-2 secretion, usual class: activators | 330,000 tested, under 10 active | AID 504894; further: % of control where 0% means no effect
#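 Using a-CD3 beads without co-stimulation, primary human leukocytes were exposed to compounds for 48 hr. An HTRF IL-2 kit measured the cytokine, with europium-to-d2 energy transfer producing emission at 665nm upon 320nm excitation.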
# TSHR antag: blocks TSH signaling through the human TSH receptor; TSHR-expressing cells, TSH-stimulated cAMP HTRF, 2 h; hits give low values; activity change, negative = inhibition, % at 11.5 µM; 330,000 tested, 0.2% active; P16473; AID 504810;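 active means activity change below a set negative limit, meaning inhibition stronger than a set level, cut at about -70% in these data; inconclusive means activity change between two set negative limits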; further: on the % scale 0 is the no-effect control and ±100 the full control effect
#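 Read-out is FRET at 665 nm (cryptate excitation 337 nm) from a cryptate-tagged anti-cAMP antibody, competed by cell cAMP against cAMP-d2. Compounds are tested on freshly harvested TSHR cells challenged with 4nM TSH (EC80) for 2 hours at 37 deg C.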
# MBNL1 CUG block: blocks human MBNL1 binding to CUG repeat RNA | TR-FRET MBNL1-His/biotin-(CUG)12 binding, 665/545 ratio | Potency, µM (series often up to 57.5 µM), inactives show at the highest dose activity change, negative = inhibition, actives largely listed as inhibitors | 280,000 tested, 0.036% active | AID 2675; active means well fitted inhibition curve with a large enough effect in the signal ratio, with a control signal flat, not every such curve was filed as active; inconclusive means small, poorly fitted or top-dose-only effect, or effect the other way, or a change in a side signal; inactive means no such curve, though single readings can be large or run the other way; the % refers to the signal ratio; further: potency means the concentration at half of the fitted maximal effect; on the % scale 0 is the no-effect control and ±100 the full control effect
# Target sequence (Q9NR56 whole entry, looked up): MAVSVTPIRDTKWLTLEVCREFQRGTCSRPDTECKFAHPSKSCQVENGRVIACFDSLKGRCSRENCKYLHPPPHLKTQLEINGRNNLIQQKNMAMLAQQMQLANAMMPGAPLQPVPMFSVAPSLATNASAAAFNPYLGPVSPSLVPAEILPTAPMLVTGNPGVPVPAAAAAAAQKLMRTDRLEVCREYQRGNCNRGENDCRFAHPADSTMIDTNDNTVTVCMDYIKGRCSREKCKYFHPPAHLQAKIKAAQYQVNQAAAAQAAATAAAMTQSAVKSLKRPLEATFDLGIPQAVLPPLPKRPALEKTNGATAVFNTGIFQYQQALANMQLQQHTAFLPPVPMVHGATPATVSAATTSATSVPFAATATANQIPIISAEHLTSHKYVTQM
#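 TR-FRET readout: Ex 340 nm, 665/545 nm emission ratio, normalized to buffer-only (basal) and MBNL1-(CUG)12 controls. Complex of MBNL1-His with Biotin-(CUG)12, compounds 92 nM–58 uM, incubated 60 min at room temperature.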
# TSG101-PTAP inh: blocks PTAP/TSG101 interaction to inhibit HIV-1 budding; Q99816; Fluorescence polarization, FITC-PTAP peptide / Tsg101 binding; Potency, µM (highest dose often 115 µM), for inactives: top-dose activity change, negative = inhibition, most hits filed as inhibitors; 340,000 tested, under 10 active; AID 493005; active means well fitted inhibition curve with a large enough effect in the main read-out, with a control signal flat, not every such curve was filed as active; inconclusive means small, poorly fitted or top-dose-only effect, or effect the other way, or a change in a side signal; inactive means no such curve, though single readings can be large or run the other way; further: potency means the concentration at half of the fitted maximal effect; % of control where 0% means no effect
#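 Tsg101 binding domain (10 uM final) was mixed with compound and a FITC-labeled PTAP peptide (50 nM final) in HEPES pH 7.5 buffer with NaCl, Tween 20, EDTA and TCEP; fluorescence polarization was read after 20 min at r.t.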
# Integrin act MD: activators of alpha7 integrin expression for muscular dystrophy. Potency, µM (highest dose often 38.3 µM), inactives show top-dose activation, actives largely listed as activators. AID 624291. 350,000 tested, 0.064% active. alpha7betagal myoblasts, beta-gal FDG fluorescence, 48 h;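 further: potency means the concentration at half of the fitted maximal effect; 100% = response of the positive control SU9516; nearly all actives have a fitted effect of over 60% in size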
#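 Alpha7betagal+/- myoblasts (passage 13) were plated 16-24 hr, then exposed to compounds (1:260 dilution of DMSO stock) for 48 hours at 37C. After MPER lysis, β-galactosidase reporter activity was read as FDG fluorescence (ex 480/em 540) after 30 minutes.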
# The depositor's hits bear a star; ? = inconclusive; . = not tested or not shown; [ ] = another dose, or the depositor's remark. Unless noted, the call rests on the fitted dose curve; in most records, active means well fitted curve in the direction sought with a large enough effect; inconclusive means small, poorly fitted or top-dose-only effect, or another doubt; inactive means no such curve, though single readings can be large; an effect the other way counts as inactive or inconclusive. Some of the compounds tested, so the mix of outcomes need not match the whole.
No.	Structure	S-ASM inh	Mito fusion yeast	A-T KAP1 phos	Menin MLL FP TR	MLL CXXC-DNA inh	TCR activator	TSHR antag	MBNL1 CUG block	TSG101-PTAP inh	Integrin act MD
1	CCc1cccc(OCCCCNCCO)c1	1%	-2%	.	2%	-14%	0%	-3	4%	0%	0%
2	O=C(CCCSc1nc2ccccc2[nH]1)NC(c1ccccc1)c1ccccc1	-8%	-6%	-2%	14%	1%	3%[46.1 µM]	-2	-1%	-11%	55%
3	O=C(CNC(=O)c1cccc(F)c1)N/N=C/c1ccc(O)c([N+](=O)[O-])c1	-2%	-2%	-3%	13%	32%[activator]	3%[46.1 µM]	-5	?	2%	3%
4	C/C(=N/O)c1c(O)c(C)c(-c2ccccc2)n(-c2ccccc2)c1=O	-1%	9%	3%	-9%	9%	-4%[46.1 µM]	-3	-5%	-9%	2%
5	Cc1cc(Cl)ccc1NC(=O)CN1CCC(C(O)(c2ccccc2)c2ccccc2)CC1	-2%	-8%	4%	?	11%	1%	-8	-3%	-5%	-59%[inhibitor]
6	C#CCNC(=O)C1=C[C@H](C2CCCCC2)C[C@H](OCc2ccc(CO)cc2)O1	-3%	7%	.	2%	17%	3%	-16	18%	-7%	23%
7	CC(C)c1ccc(NC(=O)CCN2C(=O)c3ccc([N+](=O)[O-])cc3C2=O)cc1	0%	-2%	5%	?	9%	1%	12	?	0%	12%
8	CCCS(=O)(=O)N1CCN(C(=O)c2ccc(-c3ccccc3)cc2)CC1	-2%	-8%	-3%	0%	17%	-6%	0	-3%	-7%	-26%
9	COc1cccc(NC(=O)CNC(=O)c2ccc(C)o2)c1	1%	1%	1%	3%	-3%	.	9	-2%	0%	24%
10	Cc1cc(=O)[nH]c(SCc2cccc3ccccc23)n1	-2%	?	4%	-15%	16%	-14%	-5	-4%	-8%	-13%
11	COc1ccc(-c2nn(-c3ccccc3)cc2/C=C/C(=O)NCCCn2ccnc2)cc1OC	0%	-11%	-1%	17%	17%	4%	-6	?	1%	0%
12	CCOC(=O)CN1CC23C=CC(O2)C(C(=O)Nc2ccc(C(C)=O)cc2)C3C1=O (stereo not drawn)	8%	-3%	-8%	1%	-5%	12%	-3	0%	2%	2%
13	COc1cc(C(C)=O)ccc1Oc1ncccn1	5%	0%	-1%	.	10%	0%	-5	1%	0%	?
14	COc1ccccc1NC(=O)CN1CCN(CC(=O)Nc2ccc(OCc3ccccc3)cc2)CC1	-9%	-2%	-3%	-14%	4%	-7%	-4	8%	0%	-21%
15	O=C1CSC(c2ccccc2)N1Nc1nc(N2CCOCC2)nc(N2CCOCC2)n1 (stereo not drawn)	0%	-5%	.	?	0%	0%	31	?	-7%	5%
16	Cc1ccnc(NC(=O)c2ccc3c(c2)C(=O)N(CC(C)C)C3=O)c1	-14%	-8%	10%	.	9%	0%	3	-5%	1%	40%
17	COc1cccc(C(C(=O)Nc2ccc(F)cc2)N(C(=O)Cn2nnc3ccccc32)C2CC2)c1 (stereo not drawn)	-7%	2%	-1%	.	-4%	-1%	-2	-9%	-9%	6%
18	Cc1ccc(N2CC(C(=O)N/N=C/c3sccc3C)CC2=O)cc1 (stereo not drawn)	-2%	7%	5%	-12%	-1%	0%[46.1 µM]	27	?	-5%	-10%
19	CC(=O)c1cccc(N(C(=O)CNC(=O)c2ccco2)C(C(=O)NC2CCCC2)c2ccc(C)o2)c1 (stereo not drawn)	3%	2%	-1%	-24%	6%	1%	-1	0%	-1%	-16%
20	O=C(Nc1nc(-c2ccco2)c(-c2ccco2)s1)c1cnccn1	-2%	11%	-8%	.	.	5%	.	.	-9%	-19%
21	Cc1cccc(N(Cc2ccccc2)C(=O)c2cccc(S(=O)(=O)N3CC(C)OC(C)C3)c2)c1 (stereo not drawn)	3%	-8%	-1%	.	.	-9%	-15	.	-4%	2%
22	CCOC(=O)C(c1ccccc1)C(Nc1ccc(Cl)c(Cl)c1)c1ccccn1 (stereo not drawn)	1%	-1%	-12%	.	5%	-1%	-5	-4%	0%	-20%
23	COc1ccc(OC)c(-c2oc3ccccc3c(=O)c2O)c1	-1%	-3%	-1%	-14%	10%	-5%	-34	4%	-4%	-8%
24	CCOc1ccc(N(CC(=O)NCc2cccc(OC)c2)S(=O)(=O)c2c(C)noc2C)cc1	1%	6%	-2%	-7%	-2%	-3%	-15	4%	-10%	12%
25	CN(CCOc1ccc(Cl)cc1)C(=O)c1cc(S(=O)(=O)N2CCOCC2)ccc1N1CCCC1	-15%	-16%	-3%	.	.	6%	-25	.	-7%	0%
26	Cc1ccc(-c2[nH]c3cc(C(N)=O)ccc3c(=O)c2O)cc1	24%	11%	-6%	.	27%	1%	-4	?	-2%	-21%
27	CN(C(=O)CCN1CCCO1)C1CCCN(Cc2ccccc2F)C1 (stereo not drawn)	-2%	-17%	3%	-10%	2%	-27%	6	5%	2%	32%
28	O=C(c1c(F)cccc1F)N1CCC(O)(c2ccc(F)cc2)CC1	-1%	1%	-3%	-16%	5%	-4%	7	-21%	-2%	-13%
29	Cc1c(Cl)cnc(NC(=O)COC(=O)CNC(=O)c2ccccc2)c1Cl	-4%	.	0%	.	.	-6%	16	.	-5%	30%
30	O=C1CC(c2ccco2)Sc2nc3ccccc3n21 (stereo not drawn)	1%	2%	-4%	-5%	4%	.	4	11%	-5%	-21%
31	O=C(CSc1nc2ccccc2c(=O)[nH]1)Nc1ccc(Br)cc1	4%	-2%	10%	.	-18%	1%	12	-6%	-2%	13%
32	CCCNS(=O)(=O)c1ccc2c(c1)CCCN2C(C)=O	1%	-1%	-2%	-6%	-6%	-1%	2	3%	-3%	23%
33	COCCNC(=O)C(c1ccc(C)o1)N(Cc1ccc(F)cc1)C(=O)Cn1nnc2ccccc21 (stereo not drawn)	0%	-8%	0%	-20%	-6%	-12%[46.1 µM]	-6	-13%	-4%	-4%
34	C[C@@H]1COC(=O)[C@@H](Cc2ccc(F)cc2)C/C=C\C[C@@H](CC(=O)NCCO)C(=O)N1	5%	.	0%	.	.	-2%	-8	.	0%	7%
35	CCN(CC)S(=O)(=O)c1cccc(C(=O)NCC2CCCO2)c1 (stereo not drawn)	0%	-1%	.	-3%	-13%	4%	13	-7%	-4%	-15%
36	COc1cc2c(cc1OC)[C@H](Cc1ccc(O)cc1)NCC2	13%	0%	-3%	3%	-1%	0%	1	-23%	-1%	-13%
37	O=C(CNC(=O)c1nc[nH]c1C(=O)N1CCc2ccccc2C1)OCc1ccccc1	4%	9%	10%	12%	11%	-7%	-7	2%	-1%	10%
38	CSCC[C@H](NS(=O)(=O)c1ccc(C)cc1)C(=O)N1CCC(C(=O)N[C@@H](Cc2ccc(O)cc2)C(=O)O)CC1	1%	0%	-13%	4%	16%	-1%	0	4%	-5%	8%
39	O=C(COC(=O)c1cccnc1Cl)Nc1cc(S(=O)(=O)N2CCOCC2)ccc1Cl	6%	0%	1%	.	.	10%	8	.	-4%	7%
40	Cn1cc(C(=O)N/N=C/c2cccs2)c2ccccc21	-6%	3%	-3%	2%	12%	3%[46.1 µM]	10	26%	0%	3%
41	O=C(Cn1nnc2ccccc21)N1CCCCC1	0%	-3%	5%	16%	5%	2%	13	3%	-2%	16%
42	CCOC(=O)C1C(c2ccccc2)N(C)OC1(O)C(F)(F)F (stereo not drawn)	2%	?	2%	-2%	0%	.	-3	0%	1%	?
43	COc1cccc(CNc2ccc(F)c(Cl)c2)c1O	-2%	2%	4%	-25%	0%	7%	5	-4%	-1%	-11%
44	Cc1cccc(OCCCC(=O)NCCc2ccccc2)c1	0%	4%	5%	-3%	-1%	2%[46.1 µM]	-11	3%	-3%	5%
45	COCc1cc(C)nc(SCC[N+](C)(C)CC(=O)Nc2cccc(C)c2)c1C#N	-2%	-1%	9%	-8%	4%	0%	18	-8%	-2%	-4%
46	Cc1ccc(COC(=O)CCc2nc3ccccc3c(=O)[nH]2)cc1	-5%	4%	9%	-4%	16%	1%[46.1 µM]	10	-5%	-1%	-13%

# Compound activity (PubChem)
